# Assay outcomes as filed in PubChem.
# PolyA inhibitor: yeast polyadenylation inhibition | S. cerevisiae SKY197-pL101 polyadenylation reporter, beta-gal luminescence; efflux-impaired pdr1/pdr3 knockout yeast; score 100 = 6 SD above DMSO | calls only at 12 µM | 0.02% of 300,000 active;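 active means lowest replicate activity score at least 50, where 100 means six control SD above control mean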;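 further: yeast exposed to compound for 9 h at 30 °C; higher score means more reporter readthrough which indicates perturbed polyadenylation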
# TRPC4 block: TRPC4 (mouse) channel inhibition; Q9QUQ5; AID 2247; B-score at 10 µM; 0.39% of 300,000 active; HEK293 TRPC4beta/mu-opioid, DAMGO-evoked Fluo4 calcium flux; stronger effect = lower value;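 active means B-score over 3 SD under the library average, no early fluorescence shift, positive overall ratio signal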
#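 Material: HEK293 cells with stable TRPC4beta plus mu-opioid receptor expression / Probe or stimulus: DAMGO in two steps, submaximal then maximal / Compound: single concentration per test compound / Technique: kinetic Fluo4 fluorescence imaging of calcium influx / Read-out: per-well B score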
# TRPC4 agonist: opens the mouse TRPC4 cation channel. HEK293 TRPC4beta/mu-opioid, Fluo4 calcium fluorescence; stronger effect = higher value. AID 2237. Q9QUQ5. B-score at 10 µM. 0.49% of 310,000 active;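 active means B-score above 5 SD of library B-scores, and initial fluorescence ratio not above library mean plus 5 SD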;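 further: positive B-score marks a calcium rise read as TRPC4 activation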
#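 Assay system – TRPC4beta and mu-opioid receptor HEK293 stable cells · Measured by – Fluo4 fluorescence, kinetic · Schedule – dye loading 45 min room temperature, 110 s kinetic read · Read-out – B-scored integrated calcium fluorescence ratio · Controls – buffer and maximal DAMGO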
# TRPC6 activator: activators of mouse TRPC6 channel | B-score at 10 µM | Q61143 | HEK293-TRPC6 membrane potential dye fluorescence; stronger effect = higher value | 0.13% of 310,000 active;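 active means B-score of the integrated fluorescence ratio above library mean plus 3 SD, and starting fluorescence ratio within library mean plus 5 SD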;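 further: higher score means more depolarization so channel activation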
# Target sequence (Q61143 whole entry, looked up): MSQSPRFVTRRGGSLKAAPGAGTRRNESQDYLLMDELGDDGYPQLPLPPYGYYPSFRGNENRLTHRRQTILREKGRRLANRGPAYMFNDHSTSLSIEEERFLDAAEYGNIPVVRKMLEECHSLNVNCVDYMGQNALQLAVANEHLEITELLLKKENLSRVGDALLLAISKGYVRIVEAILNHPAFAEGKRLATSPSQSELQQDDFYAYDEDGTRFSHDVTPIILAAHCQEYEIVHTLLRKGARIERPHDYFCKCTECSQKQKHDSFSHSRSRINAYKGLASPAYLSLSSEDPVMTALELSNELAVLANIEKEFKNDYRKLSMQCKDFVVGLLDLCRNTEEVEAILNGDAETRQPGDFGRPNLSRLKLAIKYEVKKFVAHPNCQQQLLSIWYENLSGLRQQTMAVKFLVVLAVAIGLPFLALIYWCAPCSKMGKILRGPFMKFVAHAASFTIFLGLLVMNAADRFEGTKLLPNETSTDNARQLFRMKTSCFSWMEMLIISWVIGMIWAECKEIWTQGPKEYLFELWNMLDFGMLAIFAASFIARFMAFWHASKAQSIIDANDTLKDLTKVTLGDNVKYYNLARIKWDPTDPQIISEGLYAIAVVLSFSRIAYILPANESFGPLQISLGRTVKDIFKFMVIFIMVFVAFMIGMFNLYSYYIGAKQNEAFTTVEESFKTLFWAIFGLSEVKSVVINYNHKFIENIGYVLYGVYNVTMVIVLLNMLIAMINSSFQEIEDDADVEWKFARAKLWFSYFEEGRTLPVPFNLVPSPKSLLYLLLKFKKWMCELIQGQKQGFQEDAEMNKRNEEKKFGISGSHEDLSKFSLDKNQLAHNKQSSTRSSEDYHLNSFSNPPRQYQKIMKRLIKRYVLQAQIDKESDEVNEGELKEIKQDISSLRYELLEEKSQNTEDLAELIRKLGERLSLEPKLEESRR
# MrgX1 PAM: allosterically activates human MrgX1 receptor signaling | Q96LB2 | MrgX1-HEK293, Fluo-4 calcium flux, FDSS; stronger effect = higher value | B-score at 10 µM | 0.63% of 310,000 active;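 active means plate-corrected calcium response at least 3 library SD above typical, normal starting fluorescence, not activating the receptor alone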;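 further: compound read alongside a low EC10 to EC30 dose of BAM8-22 agonist; peak minus trough fluorescence over baseline measured at the second addition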
# MrgX1 agonist: activates human MrgX1 receptor signaling; MrgX1-HEK293 cells, Fluo-4 calcium fluorescence, agonist mode; stronger effect = higher value; B-score at 10 µM; 0.44% of 310,000 active; AID 588627;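 active means calcium response B-score plate-corrected fluorescence ratio at least 3 library SD, with starting fluorescence B-score inside 5 SD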
#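 Test system: HEK293 cells stably expressing human MrgX1 receptor; Input: fifteen thousand cells per well; Dosing: compound delivered in addition one of three; Schedule: overnight seeding, then 1 h dark dye loading; Technique: Fluo-4 NW calcium fluorescence; Measure: B-scored fluorescence response ratio; Controls: positive and negative controls per plate.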
# TRPC6 inh: inhibitors of mouse TRPC6 channel; Q61143; HEK293-TRPC6, membrane potential dye, ACh-evoked depolarization; stronger effect = lower value; B-score at 10 µM; 1.1% of 310,000 active;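 active means B-score under library mean minus 3 SD, initial fluorescence not abnormally high, positive integrated signal ratio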;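 further: B-score derived from integrated fluorescence ratio over the kinetic read; more negative B-score means stronger inhibition of depolarization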
# HIF activator: HIF pathway transcriptional activation. activation, % at 7.5 µM (by protocol). 0.32% of 300,000 active. U2OS HRE-luciferase reporter, luminescence; normalized: DMSO 0%, desferrioxamine 100%;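 active means mean activation of at least 10% of the iron chelator positive control signal, with at least half of replicates also reaching 10%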
# AI-2 QS modul: modulates the Vibrio harveyi AI-2 quorum sensing system | Vibrio harveyi JMH597 AI-2 luminescence/OD600 ratio, 9 h; stronger effect = lower value; strain lacks LuxN and CqsS sensors; 0 = neutral-control median | activity change, % at 7.5 µM | 0.4% of 300,000 active | AID 2094; in the data active means activity change below about -75%, passing the limit was not always enough;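 further: luminescence divided by OD600 gain over 9 h not by final OD600 alone; inactives centre near 13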
# TRPC4 potent: allosteric potentiators of mouse TRPC4 channel. B-score at 10 µM. AID 2227. 0.42% of 310,000 active. HEK293 TRPC4beta/mu-opioid, DAMGO EC20, Fluo-4 Ca2+ flux; stronger effect = higher value;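 active means B-score of calcium response area above 5 SD of library B-scores, with initial fluorescence ratio within 5 SD of library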;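 further: B-score of integrated fluorescence ratio over time as area under calcium response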
# MrgX1 antagonist: blocks BAM8-22 activation of human MrgX1 receptor; 1.3% of 310,000 active; MRGX1-HEK293 calcium flux, Fluo-4, BAM8-22 antagonism; stronger effect = lower value; B-score at 10 µM; Q96LB2;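 active means calcium-response B-score plate-corrected more than 3 library SD below zero, starting fluorescence within 5 deviations, no agonist response on first addition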;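 further: peak minus trough fluorescence over baseline after final BAM8-22 challenge near maximal dose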
# Numbers without * were called inactive; i = inactive; nt = not tested or not shown.
SMILES,PolyA inhibitor,TRPC4 block,TRPC4 agonist,TRPC6 activator,MrgX1 PAM,MrgX1 agonist,TRPC6 inh,HIF activator,AI-2 QS modul,TRPC4 potent,MrgX1 antagonist
CCC(C)NS(=O)(=O)c1ccc(OCC(=O)NCC2CCCO2)cc1 (stereo not drawn),i,i,i,i,i,i,i,0.1,-2.9,i,i
Cc1sc(NC(=O)CCS(=O)(=O)c2ccccc2)c(C#N)c1C,i,i,i,i,i,i,i,0.0,18.3,i,i
C=CCn1c(CNC(=O)c2cccs2)nnc1SCC(=O)c1ccc(Br)cc1,i,i,i,i,i,i,i,0.2,19.6,i,i
O=Cc1c(N2CCC3(CC2)OCCO3)nc2ccccn2c1=O,i,i,i,i,i,i,i,-0.4,25.7,i,i
COc1cc(/C=N/Nc2snc(SC)c2C#N)cc(OC)c1OC,i,i,i,i,i,i,i,-0.3,13.7,i,i
O=C(NCCCNC(=O)c1ccco1)c1ccc(Cl)cc1,i,i,i,i,i,i,i,0.2,34.4,i,i
COc1ccc(C(=O)N2c3ccc(F)cc3CCC2C)cc1OC (stereo not drawn),i,i,i,i,i,i,i,0.1,4.9,i,i
CC(CC(=O)N1CCN(S(=O)(=O)c2ccc(Cl)cc2)CC1)n1cncn1 (stereo not drawn),i,i,i,i,i,i,i,-0.3,9.8,i,i
CCc1cc(=O)oc2cc(C)cc(OC(C)C(=O)NCCN3CCOCC3)c12 (stereo not drawn),i,i,i,i,i,i,i,0.0,5.0,i,i
COc1ccc(-c2c3c(=O)n(C)c(=O)n(C)c3cn2-c2cc(OC)ccc2OC)cc1,i,i,i,i,i,i,i,0.0,16.4,i,i
Cc1cc(-c2c(C)[nH]n(-c3ccccc3)c2=O)n(-c2ccccc2)n1,i,i,i,i,i,i,i,0.0,5.1,i,i
CCOCCCN(C(=O)CNC(=O)c1ccco1)C(C(=O)NC1CCCC1)c1cccc(OC)c1 (stereo not drawn),i,i,i,i,i,i,i,0.5,2.9,i,i
CCn1c(COc2cccc(C)c2)nnc1SCC(=O)N1CCCC1,i,i,i,i,i,i,i,-0.5,9.3,i,i
COc1ccc(N(CC(=O)NC(C)(C)C)C(=O)CCC(=O)Nc2nccs2)c(OC)c1,i,i,i,i,i,i,i,-19.9,14.4,i,i
CCOc1ccc(CCNC(=O)Cn2nc(C)c3c(C)n(-c4ccccc4)nc3c2=O)cc1OCC,i,i,i,i,i,i,i,-0.6,2.9,i,i
CC(C)c1cc(C(=O)Nc2cc(Br)ccc2O)no1,i,i,i,i,i,i,i,2.2,19.9,i,i
NC(=O)CSc1nc2ccc([N+](=O)[O-])cc2[nH]1,i,i,i,i,i,i,i,-0.1,14.9,i,i
c1ccc(CC2CCN(Cc3nc(-c4ccccc4)no3)CC2)cc1,i,i,i,i,i,i,i,nt,5.4,i,i
COc1ccccc1OCC(=O)N1CC2(C)CC1CC(C)(C)C2 (stereo not drawn),i,i,i,i,i,i,i,-0.3,22.0,i,i
Cn1cc([N+](=O)[O-])c(C(=O)NNC(=O)c2ccc([N+](=O)[O-])cc2Cl)n1,i,i,i,i,i,i,i,0.4,29.0,i,i
O=C(CNC(=O)[C@@H]1Cc2ccccc2CN1)NC1CCCCC1,i,i,i,i,i,i,i,-0.4,17.0,i,i
COc1cc(-c2nnc(SCC(=O)N(C)C3CCS(=O)(=O)C3)o2)cc(OC)c1OC (stereo not drawn),i,i,i,i,i,i,i,-0.1,18.5,i,i
CCCn1c(=O)c2ccccc2n2c(=S)[nH]nc12,i,i,i,i,i,i,i,-10.3,32.3,i,i
CCCCn1c(N)c(N(CC(C)C)C(=O)c2ccncc2)c(=O)[nH]c1=O,i,i,i,i,i,i,i,-0.3,8.3,i,i
Cc1ccc(S(=O)(=O)N(C)c2ccc(OCC(=O)OCc3c(C)noc3C)cc2)cc1,i,i,i,i,i,i,i,0.4,19.4,i,i
COc1ccc(C(C(=O)NC2CCCC2)N(C(=O)c2snc(-c3ccc(F)cc3)c2N)c2ccccc2)cc1 (stereo not drawn),i,i,i,i,i,i,i,-0.6,5.5,i,i
COc1ccc(C2=CC(=O)C=CC2=O)cc1,i,i,91*,i,nt,nt,i,1.1,45.5,i,nt
CCOC(=O)c1ccc(N2C(=O)CC(N3CCC(Nc4ccc(F)cc4)CC3)C2=O)cc1 (stereo not drawn),i,i,i,i,i,i,i,-0.1,14.9,i,i
COCCOC(=O)c1c(C)oc2ccc(OC(=O)c3ccco3)cc12,i,i,i,i,i,i,i,0.3,-2.0,i,i
Cn1c(C(=O)N2CCCC(C(=O)NCc3ccc4c(c3)OCO4)C2)cc2sccc21 (stereo not drawn),i,i,i,i,i,i,i,0.1,8.3,i,i

# Profiles, looked up by structure. Values in the order: PolyA inhibitor	TRPC4 block	TRPC4 agonist	TRPC6 activator	MrgX1 PAM	MrgX1 agonist	TRPC6 inh	HIF activator	AI-2 QS modul	TRPC4 potent	MrgX1 antagonist
# Entry for CCCCn1c(N)c(N(CC(C)C)C(=O)c2ccncc2)c(=O)[nH]c1=O : i	i	i	i	i	i	i	-0.3	8.3	i	i
# Entry for Cc1ccc(S(=O)(=O)N(C)c2ccc(OCC(=O)OCc3c(C)noc3C)cc2)cc1 : i	i	i	i	i	i	i	0.4	19.4	i	i

# Other structures follow.
SMILES,PolyA inhibitor,TRPC4 block,TRPC4 agonist,TRPC6 activator,MrgX1 PAM,MrgX1 agonist,TRPC6 inh,HIF activator,AI-2 QS modul,TRPC4 potent,MrgX1 antagonist
COC(=O)CCC(=O)NC1CC(C)(C)Cc2c1cnn2-c1ccccc1 (stereo not drawn),i,i,i,i,i,i,i,0.6,6.7,i,i
CC1CCc2c(sc3ncn(N)c(=N)c23)C1 (stereo not drawn),i,i,i,i,i,i,i,1.1,6.9,i,i
CN(CC(O)CN)CC(O)CN1CCCCC1 (stereo not drawn),i,i,i,i,i,i,i,-0.1,7.2,i,i
O=C(COc1ccc(Cl)cc1Cl)Nc1nc2n(n1)C(c1ccccc1)CC(=O)N2 (stereo not drawn),i,i,i,i,i,i,i,-0.3,40.1,i,i
O=S(=O)(Nc1cccc(-c2cn3cccnc3n2)c1)c1ccc(-c2ccccc2)cc1,i,i,i,i,i,i,i,-0.6,37.2,i,i
Cc1ccccc1C(=O)Nc1ccccc1N1CCN(C(=O)c2ccccc2)CC1,i,i,i,i,i,i,i,-0.2,21.6,i,i
Cc1onc(-c2ccccc2)c1C(=O)Nc1ccc2c(C)cc(=O)oc2c1,i,i,i,i,i,i,i,-0.5,-2.6,i,i
O=C1N[C@@H](Cc2cn(S(=O)(=O)c3ccccc3)c3ccccc23)C(=O)N[C@H]1Cc1ccccc1,i,i,i,i,i,i,i,0.5,10.3,i,i
COCCN(Cc1cc2cc(C)ccc2[nH]c1=O)S(=O)(=O)c1ccc(Cl)cc1,i,i,i,i,i,i,i,0.5,13.7,i,i
Cc1ccc(S(=O)(=O)N2CCC(C(=O)N3CCCC(C(F)(F)F)C3)CC2)cc1C (stereo not drawn),i,i,i,i,i,i,i,-0.4,18.9,i,i
CCc1noc(C)c1C(=O)Nc1ccc(F)c(F)c1,i,i,i,i,i,i,i,-0.3,22.1,i,i
CCN1C(=O)/C(=C2\Sc3ccccc3N2CC)OC1=S,i,i,i,i,i,i,i,0.1,0.1,i,i
COC(=O)C1=C(C(C)=O)C(c2ccc(C)cc2)n2nnnc2N1 (stereo not drawn),i,i,i,i,i,i,i,0.1,-7.3,i,i
Cc1ccc(N(CC#N)C(=O)CS(=O)(=O)c2cccc([N+](=O)[O-])c2)cc1,i,i,i,i,i,i,i,0.3,16.9,i,i
CN1CCN(C(=O)/C(C#N)=C/c2ccc(F)cc2)CC1,i,i,i,i,i,i,i,-0.6,-5.4,i,i
Cc1cc(C)nc(SCC(=O)N2CCc3ccccc32)n1,i,i,i,i,i,i,i,3.8,11.1,i,i
CC1(C)CC(=O)c2cn3ncnc3nc2C1,i,i,i,i,i,i,i,-0.6,5.3,i,i
COc1cccc(NC(=O)COc2coc(CN3CCN(c4ccccc4)CC3)cc2=O)c1,i,i,i,i,i,i,i,0.0,9.0,i,i
CC(=O)c1ccc(Cc2ccccc2)cc1,i,i,i,i,i,i,i,0.3,9.1,i,i
Cc1c(-c2ccccc2)sc2nc[nH]c(=S)c12,i,i,i,i,i,i,i,1.7,-2.4,i,i
Cc1ccc(N=Cc2cc(Br)cc(Cl)c2O)cc1,i,i,i,i,i,i,i,0.5,52.9,i,i
O=C(COc1cccc([N+](=O)[O-])c1)N/N=C/c1ccco1,i,i,i,i,i,i,i,0.4,21.0,i,i
Cc1ccc(OCC(=O)N(Cc2ccccc2)C(C)(C)C)c([N+](=O)[O-])n1,i,i,i,i,i,i,i,-0.3,-1.5,i,i
CCc1nnc(NC(=O)C2CCN(C(=O)c3ccco3)CC2)s1,i,i,i,i,i,i,i,0.9,13.5,i,i
O=C(Nc1ccc2c(c1)OCO2)NC1CCN(Cc2ccccc2)CC1,i,i,i,i,i,i,i,1.1,3.4,i,i
COCCN1CCN(C(=O)C2CCC(=O)N(CCc3ccccc3)C2)CC1 (stereo not drawn),i,i,i,i,i,i,i,0.3,20.0,i,i
Cc1ccc(CN2C(=O)CSC(C)C2=O)cc1 (stereo not drawn),i,i,i,i,i,i,i,-0.2,28.0,i,i
CC(OC(=O)/C(C#N)=C/c1ccc(N(C)C)cc1)C(=O)N(C)Cc1ccccc1 (stereo not drawn),i,i,i,i,i,i,i,0.7,15.8,i,i
COc1cc(S(=O)(=O)N(C)C)ccc1F,i,i,i,i,i,i,i,-0.5,20.4,i,i
Cc1ccsc1C=Nc1c(C)n(C)n(-c2ccccc2)c1=O,i,i,i,i,i,i,i,-0.3,10.9,i,i
CC1CN(C(=O)Nc2ccc3snnc3c2)c2ccccc21 (stereo not drawn),i,i,i,i,i,i,i,nt,22.0,i,i
COc1cc(C(=O)NC(=S)Nc2ccc(NC(=O)c3ccco3)cc2)cc(OC)c1OC,i,i,i,i,i,i,i,-0.3,9.9,i,i
CCc1ccc(OCC(=O)NNC(=O)c2cnccn2)c(Br)c1,i,i,i,i,i,i,i,0.5,27.1,i,i

# TRPC4 agonist: hit marks shown above.
canonical_smiles	PolyA inhibitor	TRPC4 block	TRPC4 agonist	TRPC6 activator	AI-2 QS modul	TRPC4 potent	MrgX1 antagonist
COc1ccc(C2=CC(=O)C=CC2=O)cc1	i	i	91*	i	45.5	i	nt

# An excerpt, so the mix of outcomes need not match the whole.
